FEN1 inhibitor: blocks human flap endonuclease 1; P39748; Recombinant FEN1 flap cleavage, fluorescence, 15 min; Potency, µM (doses to about 114 µM), for the others: top-dose activity change, negative = inhibition, hits mostly inhibitors; 390,000 tested, 0.35% active; AID 588795; further: nearly all actives have a fitted effect of over 65% in size
Target sequence (P39748 whole entry, looked up): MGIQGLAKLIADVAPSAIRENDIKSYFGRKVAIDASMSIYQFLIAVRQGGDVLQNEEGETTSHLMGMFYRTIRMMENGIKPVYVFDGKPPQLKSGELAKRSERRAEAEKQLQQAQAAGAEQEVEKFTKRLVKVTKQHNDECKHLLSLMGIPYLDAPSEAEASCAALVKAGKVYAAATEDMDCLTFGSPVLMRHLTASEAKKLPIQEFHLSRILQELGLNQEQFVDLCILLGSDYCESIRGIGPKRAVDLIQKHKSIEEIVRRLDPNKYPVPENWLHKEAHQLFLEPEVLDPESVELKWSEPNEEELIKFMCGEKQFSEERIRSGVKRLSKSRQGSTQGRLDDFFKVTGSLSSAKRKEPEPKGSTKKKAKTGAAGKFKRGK
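Enzyme 10 nM, 15 min RT preincubation with compound; start with substrate 50 nM final; reads at 0 and 15 min; qHTS titration, four-parameter Hill fit.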
N370S GC: inhibits or activates N370S mutant glucocerebrosidase; P04062; N370S GC spleen homogenate, 4MU-glucoside fluorescence; Potency, µM (titrated, usually from 59.4 µM), inactives show at the highest dose activity change, negative = inhibition, usual class: inhibitors; 330,000 tested, 0.092% active;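 further: 0% = full enzyme activity and -100% = no enzyme basal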
DT40 TDP1 CPT: DT40-hTDP1 cell growth loss with CPT; AID 686979; Potency, µM (titrated, usually from 46.2 µM), inactives show at the highest dose activity change, negative = growth inhibition, most hits filed as inhibitors; 420,000 tested, 12% active; chicken DT40 Tdp1-/-;hTDP1 cells + 20 nM CPT, ATP luminescence, 48 h; further: nearly all actives have a fitted effect of over 55% in size
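Cell growth measured by CellTiter-Glo luminescence after a minimum 48 h, 37 C compound exposure with 20 nM CPT in Tdp1-knockout DT40 cells stably expressing hTDP1, seeded 400/well; qHTS titration format.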
Active calls of the source: *; ? = inconclusive; / = no result given; & = joins results of further samples. The call rests on the fitted dose curve; in most records, active means well fitted curve in the direction sought with a large enough effect; inconclusive means small, poorly fitted or top-dose-only effect, or another doubt; inactive means no such curve, though single readings can be large; an effect the other way counts as inactive or inconclusive. Unless noted, on the % scale 0 is the no-effect control and ±100 the full control effect; potency means the concentration at half of the fitted maximal effect.

SMILES	FEN1 inhibitor	N370S GC	DT40 TDP1 CPT
O=C(Cc1ccc(N2CCNC2=O)cc1)N1CCCC(Nc2ccc(F)c(F)c2)C1 (configuration not stated)	-15%	-2%	2.3µM*
Nc1nc(CSc2ncn(-c3ccccc3)n2)cs1	12%	6%	0%
CC1CCN(C(=O)c2ccc(NC(=O)c3ccccc3)cc2)CC1	-17%	-1%	-11%
Cc1cc(-c2n[nH]c(=S)n2/N=C/c2ccc(C)s2)n[nH]1	4%	1%	1%
COc1cc2oc(=O)ccc2cc1[C@H](O)[C@@H](O)C(C)(C)O	-4%	/	-3%
CCCCOC(=O)c1ccc(NC(=S)NC(=O)c2c(Cl)cnn2C)cc1	2%	5%	23µM*
CC(C)(C)n1cnc(C(N)=O)c1N	13%	?	7%
COc1cccc(N2CCN(C(=O)c3ccc(CSc4nc5ccncc5[nH]4)cc3)CC2)c1	11%	18%	18µM*
CN=C(C)c1c(O)c2ccccc2oc1=O	-16%	-2%	0%
CCc1cccc(NC(=O)COC(=O)c2cn(CC)c3nc(C)ccc3c2=O)c1	-5%	/	-11%
NS(=O)(=O)c1ccc(CNS(=O)(=O)c2cc(C(=O)O)ccc2Cl)cc1	-11%	3%	1%
O=C(NCC1CCCO1)C1CCN(C(=O)c2ccc(Cl)cc2)CC1 (configuration not stated)	3%	2%	-9%
CCOC(=O)c1[nH]c2ccccc2c1NC(=O)C1CCCCC1	0%	8%	-1%
O=c1c(OC2OC(CO)C(O)C(O)C2OC2OC(CO)C(O)C(O)C2O)c(-c2ccc(O)cc2)oc2cc(O)cc(O)c12 (configuration not stated)	?	-11%	0%
CCC(=O)c1ccc(OCC(=O)OCC(=O)N(C)CC(=O)Nc2ccc(F)cc2)cc1	0%	-14%	-18%
CCCN(c1ccc(OCC)cc1)S(=O)(=O)c1ccc2c(c1)CCN2C(=O)CCC(=O)O	-5%	18%	1%
Cc1ccc(CC(=O)Nc2cccc(S(=O)(=O)N3CCOCC3)c2)cc1	-7%	9%	-16%
CCc1ccc(-c2nc(CS(=O)CC(=O)NC3CC3)c(C)o2)cc1 (configuration not stated)	-7%	-9%	-3%
CNC(=O)C1C2C=CC3(O2)C1C(=O)N(CCOC)C3C(=O)NCc1ccc(OC)cc1 (configuration not stated)	-2%	-7%	-16%
CCC(C)Sc1nnc(NC(=O)C2CCN(C(=O)c3ccco3)CC2)s1 (configuration not stated)	2%	2%	0%
Cc1ccc2nc(Cl)c(C3CC(c4cccs4)=NN3C(=O)CCC(=O)O)cc2c1 (configuration not stated)	-9%	3%	-1%
Cc1cccc(C)c1OCC(=O)Nc1ccccc1N1CCCCC1	6%	-18%	?
CCc1cccc2c(C(=O)CN3C(=O)C(=O)N(C4CCCC4)C3=O)c[nH]c12	-6%	/	?
C=CCOc1ccc(/C=N/NC(=O)CC(=O)NC2CCCCC2)cc1	-16%	-4%	-3%
CCCc1n(CC(O)COC2CCCCC2)c2ccccc2[n+]1C (configuration not stated)	6%	1%	7.3µM*
CC(C)(C)C(=O)N1CCC(O)(CS(=O)(=O)Cc2ccccc2)CC1	-7%	-6%	13%
CCCCSc1nnc(-c2cc3c(C(F)(F)F)nn(C)c3s2)n1C	12%	-2%	?
COc1ccc(C2NC(=O)c3c(sc4c3CCN(C)C4)N2)cc1O (configuration not stated)	?	/	-14%
Cc1nc(-c2cccc(F)c2)sc1CCNC(=O)c1ccc(F)c(F)c1	-20%	/	?
CC(/C=N\NC(=O)c1ccc(C)nc1)=C\c1ccccc1	-12%	2%	0%

Reformatted with bars between the fields: 13 of the compounds above
Structure | FEN1 inhibitor | N370S GC | DT40 TDP1 CPT
Cc1ccc(CC(=O)Nc2cccc(S(=O)(=O)N3CCOCC3)c2)cc1 | -7% | 9% | -16%
CCc1ccc(-c2nc(CS(=O)CC(=O)NC3CC3)c(C)o2)cc1 (configuration not stated) | -7% | -9% | -3%
CNC(=O)C1C2C=CC3(O2)C1C(=O)N(CCOC)C3C(=O)NCc1ccc(OC)cc1 (configuration not stated) | -2% | -7% | -16%
CCC(C)Sc1nnc(NC(=O)C2CCN(C(=O)c3ccco3)CC2)s1 (configuration not stated) | 2% | 2% | 0%
Cc1ccc2nc(Cl)c(C3CC(c4cccs4)=NN3C(=O)CCC(=O)O)cc2c1 (configuration not stated) | -9% | 3% | -1%
Cc1cccc(C)c1OCC(=O)Nc1ccccc1N1CCCCC1 | 6% | -18% | ?
CCc1cccc2c(C(=O)CN3C(=O)C(=O)N(C4CCCC4)C3=O)c[nH]c12 | -6% | / | ?
C=CCOc1ccc(/C=N/NC(=O)CC(=O)NC2CCCCC2)cc1 | -16% | -4% | -3%
CCCc1n(CC(O)COC2CCCCC2)c2ccccc2[n+]1C (configuration not stated) | 6% | 1% | 7.3µM*
CC(C)(C)C(=O)N1CCC(O)(CS(=O)(=O)Cc2ccccc2)CC1 | -7% | -6% | 13%
CCCCSc1nnc(-c2cc3c(C(F)(F)F)nn(C)c3s2)n1C | 12% | -2% | ?
COc1ccc(C2NC(=O)c3c(sc4c3CCN(C)C4)N2)cc1O (configuration not stated) | ? | / | -14%
Cc1nc(-c2cccc(F)c2)sc1CCNC(=O)c1ccc(F)c(F)c1 | -20% | / | ?

Other structures:
SMILES	FEN1 inhibitor	N370S GC	DT40 TDP1 CPT
O=C(NN=C1c2ccccc2-c2ccccc21)c1ccccc1	-3%	6%	?
c1csc(C2=Nn3c(nnc3-c3ccncc3)SC2)c1	1%	6%	15µM*
O=C(CNC(=S)NC(=O)c1ccc(Cl)cc1)c1ccccc1	-1%	-3%	-6%
CCc1ccc(CN2CCCC(CNC(=O)c3cc(OC)cc(OC)c3)C2)cc1 (configuration not stated)	17%	-10%	?
Cc1csc(=Nc2ccccc2)n1C	16%	-12%	-5%
Cc1ccc2[nH]c3c(=O)n(CC(=O)NCCCN4CCN(c5ccc(F)cc5)CC4)ncc3c2c1	2%&0%	-3%	?
COc1cc(CC(CC(=O)O)CC(C)OCc2ccccc2)cc(OC)c1 (configuration not stated)	-7%	1%	5%
COc1ccc(NC(=O)CC2C(=O)N(c3ccccc3)C(=O)N2CCc2sccc2C)cc1 (configuration not stated)	-3%	/	?
COc1ccc(Br)cc1CNC(=O)c1cc(=O)[nH]c2ccc(S(=O)(=O)N3CCCCC3C)cc12 (configuration not stated)	-3%	/	?
C=C(C)CSC1=C(C#N)C(c2ccccc2Cl)CC(=O)N1 (configuration not stated)	8%	2%	-10%
Cc1nc(CNS(=O)(=O)c2ccc(F)cc2)cs1	-4%	-2%	-4%
C=CCN(Cc1nc(-c2ccccc2)no1)C(=O)c1ccco1	-14%	-2%	-27%
Cc1cc(C)n(-c2ccc(C(=O)OCc3nnc(-c4ccccc4)o3)cc2)n1	-12%	-2%	-3%
CCC1CCCCN1Cc1ccc(CNC(=O)CCc2nnc3ccc(N4CCCCC4)nn23)o1 (configuration not stated)	-15%	0%	6%
CCC(C)C(=O)Nc1nnc(SCC(=O)Nc2ccc(F)cc2)s1 (configuration not stated)	18%	0%	?
O=C(O)CCN1C(=O)C2C3C=CC(C2C1=O)C1C(=O)N(CCC(=O)O)C(=O)C31 (configuration not stated)	15%	-13%	7%
COc1ccc(Nc2cc(C)nc(-n3nc(C)cc3C)n2)cc1	3%	-7%	0.52µM*
CC(NC(=O)c1cc(F)c(F)cc1Cl)c1ccncc1 (configuration not stated)	-4%	-2%	-17%
O=C(OCc1csc(-c2ccccc2)n1)c1cccs1	?	-5%	-21%
CCOC(=O)CC(=O)CSc1nc2c(cc1C#N)CCC2	-6%	0%	8.2µM*
CCC(C)NC(=O)c1ccc2c(Cl)c3c(nc2c1)CCC3 (configuration not stated)	16%	4%	-17%
CC(=O)c1ccc(NC(=S)NCCc2cccc(Cl)c2)cc1	-19%	3%	?
O=S(=O)(Nc1nc2n(n1)C(c1ccc(F)cc1)C=C(c1ccccc1)N2)c1ccccc1 (configuration not stated)	15%	/	?
Cc1nnc(-n2cnc3ccccc32)c2ccccc12	0%	21%	1%
COc1cccc(N(C(C)=O)c2nc(C)cc(C)c2C#N)c1	1%	-11%	7%
CC(=O)Nc1ccc(SCC(Cc2ccccc2)N2CCN(CCc3ccccc3)CCC2=O)cc1 (configuration not stated)	-4%	-14%	/
COC(=O)c1cc2ccc(OC)c(OC)c2c(=O)s1	3%	0%	-7%
O=C(C/C=N/OCc1c(Cl)cccc1Cl)c1ccccc1	10%	-5%	-25%
Nc1ncc(Br)cc1S(=O)(=O)Nc1ccccc1F	-13%	-8%	0%
O=C1CC(c2nc3ccccc3n2CCC2CCCCC2)CN1c1ccccc1Cl (configuration not stated)	-31%	/	-19%
C[C@H](CO)N1C[C@H](C)[C@@H](CN(C)S(=O)(=O)c2ccccc2)Oc2c(NC(=O)CCC(F)(F)F)cccc2C1=O	2%	/	-13%
c1ccc(C2CC(c3ccccc3)n3c(nc4ccccc43)N2)cc1 (configuration not stated)	-10%	-2%	16µM*
CCCCN(CC)CCCNC(=O)c1nn(C)c2c1CS(=O)(=O)c1ccccc1-2	-1%	/	5%
Cc1ccc(NC(=O)C(Nc2cccc(C)c2)c2ccccc2)cc1 (configuration not stated)	1%	13%	?
CCn1c(SCc2cccc(F)c2)nnc1-c1cccnc1	-3%	6%	-2%
CC(=O)Nc1cc(C(=O)NCc2ccc(F)cc2)ccc1Sc1ccc(F)cc1	5%	/	?
NS(=O)(=O)c1ccc(CCNC(=O)c2ccc(Cl)c(S(=O)(=O)NCc3ccco3)c2)cc1	0%	/	8%
Oc1ccccc1CNCC12CC3CC(CC(C3)C1)C2	-4%	-24%	?
O=C(NCc1cccnc1)c1ccccc1-c1ccccc1	-5%	-17%	4%
CCOc1ccc(Cn2nnc(C(=O)NCc3ccccc3)c2N)cc1	-5%	14%	25%
NC(=O)NC(=O)CSc1cccc(C(F)(F)F)c1	2%	20%	-6%
CC(C)n1cc(CN2CCCC(CNS(=O)(=O)c3cccc4cccnc34)C2)cn1 (configuration not stated)	-1%	-11%	-6%
COC(=O)c1ccc(N2CCOCC2)c(NC(=O)c2ccco2)c1	2%	-11%	-10%
O=C(NCc1ccc(F)cc1)Nc1cccc([N+](=O)[O-])c1	-1%	1%	-14%
O=c1oc(CCCO)cc2ccccc12	1%	/	-2%
CCOC(=O)c1csc(NC(=O)CSc2nnnn2-c2ccc(OC)c(OC)c2)n1	7%	/	?
O=C1N(Cc2cccnc2)C[C@@H]2C[C@@H](c3cccc(C(F)(F)F)c3)N3CCC[C@@]123	8%	-6%	?
Cc1cccc(NC(=O)C2CC(=O)N(Cc3ccccc3)C2)n1 (configuration not stated)	-2%	4%	-1%
CCCCC(=O)Nc1ccc(NC(=O)c2ccc3c(c2)OCO3)cc1OC	-13%	7%	-11%
CN(Cc1ccccn1)Cc1nc(-c2ccc(Cl)cc2)no1	12%	7%	-1%
CSC1=N/C(=C\c2ccc(Cl)cc2)C(=O)N1N(C)C	-4%	10%	?
COc1ccc(-c2c[n+](CC(=O)N3c4ccccc4Sc4ccccc43)c3n2CCC3)cc1	5%	-8%	2.3µM*
COc1ccc(N2CCN(C(=O)c3c(-c4ccccc4)noc3C)CC2)cc1	6%	3%	?
N#CNC(=Nc1ccc(F)cc1)SCc1ccccc1	-12%	-18%	-19%
O=C(CSc1nnc(C2CCCCC2)n1Cc1ccccc1)NCc1ccco1	-6%	-4%	16µM*
c1ccc2sc(C3CCN(Cc4nnnn4Cc4ccc5c(c4)OCO5)CC3)nc2c1	?	4%	?
Cc1nn(C(C)C(=O)NCC2CCCO2)c(=O)c2cc3occc3n12 (configuration not stated)	-8%	14%	-7%
COc1cccc(OC)c1-c1nn2c(-c3ccco3)nnc2s1	7%	14%	11%
COC(=O)CN1C(=O)C(C)(C)Oc2ccc(C(=O)NC3CC3)cc21	15%	5%	-7%
COc1ccc(C(=O)OCC(=O)NC2CC2)cc1[N+](=O)[O-]	20%	4%	-8%

Other results follow.
SMILES	FEN1 inhibitor	N370S GC	DT40 TDP1 CPT
CC(C)(C)C(=O)Nc1ncc(C(F)(F)F)cc1Cl	-14%	-9%	2%
COc1ccc(NC(=O)CNC(c2ccccc2)c2ccccc2)cc1	-4%	-8%	?
CC(C)CC(=O)Nc1ccc(Cl)c(-c2nc3ccccc3[nH]2)c1	-15%	/	?
C/C=C(\C)c1nnc(NC(=O)OCC)s1	-2%	5%	-19%
COc1ccc(-c2csc3ncnc(N4CCN(c5cccc(C)c5C)CC4)c23)cc1	-1%	3%	15µM*
COc1cc(OC)c2c(C)cc(=O)oc2c1C(CCN1CCOCC1)c1ccc(N(C)C)cc1 (configuration not stated)	7%	-17%	5.2µM*
CCOC(=O)C1CCCN(S(=O)(=O)c2ccc(OC)cc2)C1 (configuration not stated)	-12%	-8%	-22%
COc1ccc(CCNC(=O)c2cc(C3CC3)nc3c2cnn3C(C)C)cc1OC	-15%	/	?
CC(Oc1ccc(F)cc1)C(=O)Nc1cc(Cl)ccc1-n1cncn1 (configuration not stated)	-9%	-5%	?
Cc1cccc(-n2ncc3c(=O)[nH]c(SCC(=O)Nc4cc(C)on4)nc32)c1	-2%	/	-29%
CCc1ccc(CCC(=O)Nc2ccc(C)c(C)c2)o1	-4%	14%	?
CCOC(=O)CN(C(=O)CSc1nnc(-c2ccncc2)n1CCCOC)c1ccccc1	-8%	11%	-7%
COc1cc(C(=O)Nc2nncs2)cc(OC)c1OC	-11%	4%	3%

Not all compounds are listed (hit frequency here may not be typical).
